Source: PubChem (Broad Institute)
NSD2 block – inhibitors of human NSD2 methyltransferase; O96028; NSD2-SET H3K36me1 DELFIA fluorescence, biochemical; inhibition, % at 12.5 µM; 44,000 compounds, 0.07% hits; in the data active means inhibition above about 54%, passing the limit was not always enough;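 further: inhibitors reduce the monomethyl H3K36 fluorescence signal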
Numbers without * were called inactive. Only part of the results is shown; rates above refer to the full screens.

Start of the listing, in advance, 6 compounds:
For CC(=O)O[C@]1(C(C)=O)CCC2C3C=C(Cl)C4=CC(=O)[C@@H]5C[C@@H]5[C@]4(C)C3CC[C@@]21C (some centres undefined) the results were NSD2 block 11.5.
`CC(=O)C1C(=O)C2C3c4c[nH]c5cccc(c45)CC3C(C)(C)N2C1=O` (centres undefined) gave NSD2 block -0.1.
CN1CCN(C(c2ccccc2)c2ccccc2)CC1 was read as NSD2 block -5.0.
For CC(=O)c1ccc(S(=O)(=O)NC(=O)NC2CCCCC2)cc1 the results were NSD2 block 1.9.
`CN(C(=O)CCCOc1ccc2[nH]c(=O)ccc2c1)C1CCCCC1` gave NSD2 block 3.8.
`CCOC(=O)c1ccc(N)cc1` gave NSD2 block 1.9.

The whole of this part, from the first entry:
For CC(=O)O[C@]1(C(C)=O)CCC2C3C=C(Cl)C4=CC(=O)[C@@H]5C[C@@H]5[C@]4(C)C3CC[C@@]21C (some centres undefined) the results were NSD2 block 11.5.
`CC(=O)C1C(=O)C2C3c4c[nH]c5cccc(c45)CC3C(C)(C)N2C1=O` (centres undefined) gave NSD2 block -0.1.
CN1CCN(C(c2ccccc2)c2ccccc2)CC1 was read as NSD2 block -5.0.
For CC(=O)c1ccc(S(=O)(=O)NC(=O)NC2CCCCC2)cc1 the results were NSD2 block 1.9.
`CN(C(=O)CCCOc1ccc2[nH]c(=O)ccc2c1)C1CCCCC1` gave NSD2 block 3.8.
`CCOC(=O)c1ccc(N)cc1` gave NSD2 block 1.9.
For Cc1cc(Cn2cnc3c2CC(C(=O)O)N(C(=O)C(c2ccccc2)c2ccccc2)C3)ccc1N(C)C (centres undefined) the results were NSD2 block -1.8.
CN1CCOC(c2ccccc2)c2ccccc2C1 (centres undefined) was read as NSD2 block -4.5.
For OCCN1CCN(CCCN2c3ccccc3Sc3ccc(Cl)cc32)CC1 the results were NSD2 block 4.2.
For C[C@]12CCC(=O)C=C1CC[C@@H]1C2CC[C@@]2(C)C1CC[C@@H]2C(=O)CO (some centres undefined) the results were NSD2 block 12.9.
O=C(CCNNC(=O)c1ccncc1)NCc1ccccc1 was read as NSD2 block 1.2.
For CCCNC(C)C(=O)Nc1c(C)csc1C(=O)OC (centres undefined) the results were NSD2 block -1.6.

The last five entries of the section above come first, to join the parts:
CN1CCOC(c2ccccc2)c2ccccc2C1 (centres undefined) was read as NSD2 block -4.5.
For OCCN1CCN(CCCN2c3ccccc3Sc3ccc(Cl)cc32)CC1 the results were NSD2 block 4.2.
For C[C@]12CCC(=O)C=C1CC[C@@H]1C2CC[C@@]2(C)C1CC[C@@H]2C(=O)CO (some centres undefined) the results were NSD2 block 12.9.
O=C(CCNNC(=O)c1ccncc1)NCc1ccccc1 was read as NSD2 block 1.2.
For CCCNC(C)C(=O)Nc1c(C)csc1C(=O)OC (centres undefined) the results were NSD2 block -1.6.
`CCN(CC)CCNC(=O)c1cc(Cl)c(N)cc1OC` gave NSD2 block 1.4.
CC(C(=O)O)c1ccc(C(=O)c2cccs2)cc1 (centres undefined) was read as NSD2 block 0.6.
Screening Oc1ccc(/C=C/c2cc(O)cc(O)c2)cc1 returned NSD2 block -2.8.
Screening CCCn1cnc2c1c(=O)n(CCCCC(C)=O)c(=O)n2C returned NSD2 block -1.6.
Screening CC(COc1ccccc1)NC(C)C(O)c1ccc(O)cc1 (centres undefined) returned NSD2 block 1.0.
Screening O=C(c1ccc(F)cc1)C1CCN(CCn2c(=O)[nH]c3ccccc3c2=O)CC1 returned NSD2 block -3.5.
COc1c(O)c2c(=O)cc3c4c5c(cc(=O)c6c(O)c(OC)c(CC(C)O)c(c(c1CC(C)O)c24)c65)OCO3 (centres undefined) was read as NSD2 block 8.6.
`O=S(=O)(c1cccc2cnccc12)N1CCCNCC1` gave NSD2 block 3.2.
Screening COc1ccc(S(=O)(=O)N2c3ccc(Cl)cc3[C@](O)(c3ccccc3Cl)[C@@H]2C(=O)N2CCC[C@H]2C(N)=O)cc1OC returned NSD2 block -1.1.
Screening c1ccc(CC2=NCCN2)cc1 returned NSD2 block 6.8.
C[C@@H](N)C1CCC(C(=O)Nc2ccncc2)CC1 (some centres undefined) was read as NSD2 block -3.4.
`O=C1CCC(N2C(=O)c3ccccc3C2=O)C(=O)N1` (centres undefined) gave NSD2 block -2.4.
`CC(C)C1C(=O)N(S(C)(=O)=O)[C@@H]2CCN(C(=O)/C=C/CN3CCCCC3)[C@@H]12` (some centres undefined) gave NSD2 block 0.0.
